Screens deposited in PubChem BioAssay by several laboratories.
NTR1 ag: agonists of NTR1, primary screen, imaging, U2OS cells, beta-arrestin-GFP, high content (AID 493036); 330,000 compounds, 0.17% hits; NTR1-U2OS beta-arrestin-GFP spot imaging, agonist mode; P30989; activation, % at 20 µM;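 active = activation at or above 40% of the spot to cytoplasm intensity ratio, with at least 20 cells analyzed; inconclusive = wells under 20 cells, flagged as cytotoxic or low count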;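 note: 0% = DMSO without peptide and 100% = 100 nM NTR1 peptide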
Target sequence (P30989 whole entry, looked up): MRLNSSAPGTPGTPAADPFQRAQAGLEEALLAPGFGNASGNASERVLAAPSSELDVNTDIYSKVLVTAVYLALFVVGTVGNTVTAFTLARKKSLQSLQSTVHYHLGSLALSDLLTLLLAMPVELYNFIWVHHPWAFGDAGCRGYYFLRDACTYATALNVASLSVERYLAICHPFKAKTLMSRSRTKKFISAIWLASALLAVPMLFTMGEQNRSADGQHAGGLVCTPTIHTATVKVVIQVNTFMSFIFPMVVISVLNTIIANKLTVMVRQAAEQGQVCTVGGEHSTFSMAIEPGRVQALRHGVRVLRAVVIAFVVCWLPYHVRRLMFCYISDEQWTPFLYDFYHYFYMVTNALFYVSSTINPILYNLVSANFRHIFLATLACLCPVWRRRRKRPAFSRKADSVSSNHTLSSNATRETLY
NOD1 NF-kB reporter: NOD1 signaling inhibitors, primary screen, cell-based, luminescence, uHTS (AID 1578). 290,000 compounds, 1% hits. NOD1-driven NF-kB luciferase reporter cells, luminescence; higher % means a stronger effect. inhibition, % at 4 µM; hits with a dose series show EC50 in µM; in the data active = inhibition mostly above about 36%, no sharp cut-off; inactive = mostly below about 34%;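 note: HEK-293T reporter cells stimulated with the NOD1 agonist gamma-tri-DAP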
GPR35 arrestin U2OS: inhibition of zaprinast-stimulated GPR35 beta-arrestin translocation – imaging, U2OS, beta-arrestin-GFP, zaprinast agonist, primary screen (AID 2058); U2OS GPR35 beta-arrestin-GFP translocation imaging, zaprinast antagonism; higher % means a stronger effect; 290,000 compounds, 0.052% hits; one-dose inhibition, % at 10 µM; IC50 in µM for titrated hits;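 active = inhibition of at least 50% with at least 30 cells and total cytoplasm GFP at most 10,000,000; inconclusive = under 30 cells or total GFP of 10,000,000 plus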
MgcRacGAP inhibition: MgcRacGAP GTPase-activating activity inhibitors, confirmation, biochemical, ADP Hunter fluorescence | MgcRacGAP-stimulated Rac1 GTP hydrolysis, ADP Hunter fluorescence; higher % means a stronger effect; GST-tagged Rac1 F28L mutant substrate | inhibition, % at 30 µM; hits with a dose series show IC50 in µM | 340,000 compounds, 0.6% hits;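 active = first-screen hits whose inhibition reached a set limit at any dose in the follow-up dose series; inconclusive = inhibition above the set first-screen limit but never retested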;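 note: fluorescence reports GDP produced by GAP-driven GTP hydrolysis; strong numbers were not always called active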
GPR55 LPI antagonism: inhibition of LPI-stimulated GPR55 beta-arrestin translocation – imaging, U2OS, beta-arrestin-GFP, LPI agonist, primary screen (AID 2013) | 290,000 compounds, 0.13% hits | U2OS GPR55 beta-arrestin-GFP translocation imaging, LPI antagonism; higher % means a stronger effect | inhibition, % at 10 µM, or IC50 in µM where a hit was titrated;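 active = spots per cell inhibited over 60%, with over 100 cells counted and total cytoplasm intensity under 500,000; inconclusive = wells with under 100 cells, flagged as likely toxic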;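 note: U2OS cells stably carrying GPR55 and arrestin-GFP stimulated by 5 µM LPI near EC80; imaged beta-arrestin-GFP aggregate spots per cell after agonist stimulation; plate controls were LPI-stimulated DMSO wells for no effect and DMSO wells without LPI for full effect; some results filed as inactive read as strong as hits; confirmed hits need IC50 under 10 µM and bright autofluorescent wells are also inconclusive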
KOR beta-arrestin-1: KOR antagonists, beta-arrestin recruitment, cell-based, luminescence, uHTS (AID 1778); KOR beta-arrestin recruitment, luminescence, antagonist mode; higher % means a stronger effect; inhibition, % at 10 µM, or IC50 in µM where a hit was titrated; 290,000 compounds, 0.091% hits; in the data active = inhibition above about 50%; note: strong numbers were not always called active
GPR55 beta-arrestin: GPR55 agonists via beta-arrestin recruitment, primary screen, imaging, U2OS cells, beta-arrestin-GFP redistribution (AID 1961). U2OS GPR55 beta-arrestin-GFP redistribution imaging; higher % means a stronger effect. activation, % at 10 µM; hits with a dose series show EC50 in µM. 290,000 compounds, 0.048% hits;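 active = activation above 40% with more than 50 cells counted in the well; inconclusive = wells holding fewer than 50 cells, flagged as toxic or sparse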;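 note: U2OS osteosarcoma cells stably expressing GPR55 and beta-arrestin-GFP; plate controls were DMSO negative control for no effect and LPI positive control for full effect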
K1F lysis inhibition: inhibition of K1F phage lysis, E. coli UTI89, bacterial capsule biogenesis inhibitors, alamar blue (AID 488966) | 340,000 compounds, 0.02% hits | E. coli UTI89 K1F phage lysis, alamar blue, 2 h; higher % means a stronger effect | one-dose inhibition, % at 100 µM; IC50 in µM for titrated hits;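 active = phage lysis inhibition, versus mean bacterial control, above a set limit; inconclusive = no clear call, values can overlap the other calls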;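 note: capsule biogenesis inhibitors block K1F phage lysis so surviving cells raise fluorescence; higher fluorescence means more inhibition of phage lysis; actives were called in the ten point dose series up to 300 µM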
KOR beta-arrestin-2: KOR agonists, beta-arrestin recruitment, primary screen, cell-based, luminescence, uHTS (AID 1777); one-dose activation, % at 10 µM; EC50 in µM for titrated hits; KOR beta-arrestin recruitment, luminescence; higher % means a stronger effect; 280,000 compounds, 0.02% hits; in the data active = activation above about 50%, passing the limit was not always enough; note: a part of the inactive calls stands beside numbers as strong as those of hits
NTR1 ag cell count 20 µM: also measured in NTR1 ag; calls as there; cell count; measured here: cell count, cytotoxicity flag
* marks the source's active call; other numbers are inactive results; i = inactive; ? = inconclusive; . = not tested or not shown; [ ] = another dose, or the depositor's remark. These rows are one share of the data, so the mix of outcomes need not match the whole.

The line under a structure holds: GPR35 arrestin U2OS	NTR1 ag	NTR1 ag cell count 20 µM	MgcRacGAP inhibition	KOR beta-arrestin-2	GPR55 beta-arrestin	K1F lysis inhibition	GPR55 LPI antagonism	NOD1 NF-kB reporter	KOR beta-arrestin-1
> CCC(C)N(C(=O)COC(=O)Cc1n[nH]c(=O)c2ccccc12)C1CCS(=O)(=O)C1 (stereo not drawn)
→ 8%	-1.3	94	4%	-3.7%	0.0%	0.3%	3%	-18%	-10%
> C[C@@H](C(O)c1ccccc1)N(C)C(=O)CCc1ccccc1 (stereo partly drawn)
→ -8%	0.6	101	7%	-1.5%	-0.3%	-3.9%	-4%	-21%	-30%[20 µM]
> CCC(c1nnnn1Cc1ccc(F)cc1)N1CCN(C2CCCCC2)CC1 (stereo not drawn)
→ 4%	-0.4	51	-1%	9.6%	-0.3%	5.1%	17%	32%	-6%
> Cc1cc(NC(=O)CCNS(=O)(=O)c2ccc3[nH]c(=O)oc3c2)ccc1Br
→ 27%	-1.3	58	15%	0.2%	0.0%	0.1%	6%	-11%	-40%
> O=C1CCC(=O)N(O)CCCCCNC(=O)CCC(=O)N(O)CCCCCNC(=O)CCC(=O)N(O)CCCCCN1
→ 6%	1.5	83	1%	-5.4%	0.0%	i	15%	2%	7%
> Cn1c(SCC(=O)Nc2ccccc2Br)nnc1-c1cnccn1
→ -7%	-0.1	59	16%	-2.4%	0.3%	0.5%	-5%	-21%	-20%
> C=CCn1c(SCC(=O)c2cccs2)nc2sc(CC)cc2c1=O
→ 4%	16	75	6%	-9.4%	-0.1%	0.7%	1%	40%	12%
> Clc1ccccc1OCCCCn1ccnc1
→ -9%	2.2	75	-1%	-0.2%	-0.1%	6.2%	10%	.	-4%
> CCOc1ccccc1NC(=O)CSc1nnc(CNC(=O)c2cccs2)o1
→ -4%	0.6	46	2%	3.7%	0.0%	0.3%	-15%	-1%	-18%
> O=C(Nc1ccc(CN2CCOCC2)cc1)c1ccc(F)cc1
→ 12%	-0.7	57	7%	3.8%	-0.3%	0.0%	-12%	-59%	-17%
> Brc1cccc(OCCN2CCOCC2)c1
→ 4%	-0.1	51	134µM*	0.5%	-0.3%	3.1%	24%	-24%	-36%[20 µM]
> COc1c(F)c(F)c(C(=O)Nc2ccccc2N2CCN(C(=O)C(C)C)CC2)c(F)c1F
→ 13%	0.1	46	8%	3.3%	0.2%	1.7%	13%	-3%	-30%
> COc1ccc(NC(=O)CS(=O)(=O)c2ccccc2Cl)cc1
→ 10%	1.0	46	.	9.9%	-0.1%	-0.2%	5%	-7%	-19%
> COc1ccc(N2CCN(C(=O)c3ccc(CSc4ccccc4)cc3)CC2)cc1
→ -8%	4.2	43	9%	3.1%	-0.2%	4.7%	9%	-8%	.
> CCn1cc(-c2n[nH]c(=S)n2-c2ccc(C)cc2Br)c(=O)c2ccc(C)nc21
→ 0%	0.4	54	4%	-1.4%	-0.2%	-2.2%	64%	-9%	15%
> COc1ccc(OCC(=O)N/N=C2/C=C(C)CC2)cc1
→ -7%	0.5	86	12%	0.0%	-0.7%	0.0%	-2%	-31%	-8%
> O=C(CSc1nc2ccccc2c(=O)[nH]1)c1ccccc1
→ 0%	-1.1	60	5%	-2.0%	-0.3%	1.3%[50 µM]	8%	-17%	4%
> Cc1cccc(OCCCn2c(CCNC(=O)C(C)C)nc3ccccc32)c1
→ -10%	-0.4	47	8%	7.7%	0.8%	-0.5%	-1%	-12%	-3%
> Clc1ccc(OCc2nnc(SCCN3CCCCC3)n2Cc2ccco2)cc1
→ -10%	0.6	40	7%	2.5%	0.0%	0.2%	-6%	1%	-10%
> CCCOc1ccc(C(O)(CCN2CCCCC2)c2ccccc2OC)cc1 (stereo not drawn)
→ 8%	-0.8	87	-13%	-4.3%	-0.1%	0.1%	-1%	11%	4%
> C=CCc1cccc2cc(C(=O)NC3=C(C#N)CCC3)c(=O)oc12
→ 13%	0.5	50	5%	-4.8%	0.1%	-0.3%	26%	-20%	-1%
> Cc1nn(-c2ccc(N3CCOCC3)nn2)c(C)c1CCC(=O)NCc1ccccc1F
→ -4%	0.2	60	8%	-0.6%	-0.1%	0.2%	0%	30%	-16%
> COc1cccc(-c2cc(C(=O)NN3CCOCC3)c3ccccc3n2)c1
→ 4%	-1.3	51	2%	-3.5%	0.2%	0.1%[50 µM]	-3%	-24%	0%
> Cc1cc(C(=O)NCCc2ccc(S(N)(=O)=O)cc2)no1
→ -3%	-1.4	32	0%	-5.9%	-0.6%	-2.6%	6%	-26%	-14%
> CCC(=O)N1CCCc2cc(S(=O)(=O)N3CCN(c4ccccn4)CC3)ccc21
→ -3%	-4.2	90	0%	5.8%	-0.1%	0.0%	0%	-19%	-13%
> COc1ccc(N2CC(C(=O)Nc3nnc(SCC(=O)N4CCCC4)s3)CC2=O)cc1 (stereo not drawn)
→ -7%	-0.2	61	9%	0.5%	-0.1%	-0.1%[50 µM]	14%	-22%	-14%
> O=C(O)C1=C[C@@H](c2ccc3c(c2)OCO3)C[C@@H](OCCCCO)O1
→ 11%	2.3	86	-25%	3.2%	-0.2%	2.6%	4%	27%	1%
> c1ccc(-c2ccc(CN3C[C@@H]4C(c5ccccc5)C5(c6ccccc6)CC4(C5)[C@H]3c3ccccc3)cc2)cc1 (stereo partly drawn)
→ -15%	-2.1	64	8%	4.9%	-0.1%	0.0%	2%	6%	0%
> O=C(NNS(=O)(=O)c1ccc(Cl)cc1)c1cc(-c2ccccc2)n[nH]1
→ -15%	-0.3	52	15%	2.7%	-1.9%	0.4%	6%	0%	16%
> CCC(C)CCN1C(Nc2ccccc2)=NC[C@@H]1C (stereo partly drawn)
→ 1%	-0.2	92	0%	-4.8%	0.2%	1.8%	-1%	-9%	-32%[20 µM]
> CCOCCCNC(=O)c1cc(Sc2ccc(F)cc2)nc2ccccc12
→ -9%	1.2	35	6%	3.3%	-0.2%	1.4%[50 µM]	2%	-26%	13%
> CCCCCC(=O)Nc1ccccc1N1CCN(c2ccccc2)CC1
→ 21%	0.3	45	-1%	5.5%	-0.1%	-0.3%	15%	17%	-109%
> Nn1c(SCc2ccc(Br)cc2)nnc1-c1cccnc1
→ 7%	-0.7	42	10%	0.3%	-0.1%	0.1%	0%	-4%	-4%
> O=C(Cc1ccc(Cl)cc1)c1c[nH]c(C(=O)NCCCN2CCOCC2)c1
→ 10%	-1.5	29	8%	3.6%	0.8%	-0.1%	-4%	-25%	-43%
> Cn1cc(Cl)c(C(=O)Nc2nccs2)n1
→ 3%	-1.0	32	6%	-3.5%	-0.2%	0.2%	-2%	-5%	0%
> O=C(Nc1cc2c(cc1Br)OCCO2)c1cccnc1
→ 13%	0.2	68	7%	-6.1%	-0.1%	-0.1%	-22%	8%	38%
> CN(Cc1ccccc1)S(=O)(=O)c1cccs1
→ -5%	-0.1	67	-3%	-7.2%	0.6%	0.7%	14%	20%	12%
> CC(NCc1cc(Br)ccc1OCC(=O)NCc1ccccc1)c1ccccc1 (stereo not drawn)
→ -17%	21	34	7%	-3.8%	-0.1%	0.7%	21%	-16%	-14%[20 µM]
> COc1ccccc1CNC(=O)C1CCC(CNS(=O)(=O)c2cccs2)CC1 (stereo not drawn)
→ -4%	-1.5	43	7%	-3.1%	-0.2%	-0.1%	-4%	-13%	-19%
> CCC(=O)Nc1nc2ccccc2n1CCN1CCOCC1
→ -1%	0.4	83	9%	.	0.5%	?	5%	8%	.
> O=C(NCc1cccc(Cl)c1)c1cc(=O)[nH]c2ccccc12
→ -1%	-0.9	61	4%	-1.7%	-0.2%	0.2%	16%	-8%	6%
> O=S(=O)(Nc1nc2ccccc2s1)c1ccc(Cl)nc1
→ -13%	-0.3	70	3%	1.4%	-0.1%	0.7%	2%	-9%	-16%
> CCOc1ccccc1N1CCN(CC(=O)Nc2cc(C)on2)CC1
→ -4%	-0.5	45	2%	-3.4%	0.1%	1.0%	10%	-20%	8%
> CCCN(CCC)CC(O)CN(c1ccccc1)S(=O)(=O)c1ccc(C)cc1 (stereo not drawn)
→ -10%	-0.9	84	5%	-1.2%	0.0%	0.3%	6%	3%	-23%
> COc1ccc(CNc2nc3nc(C)c(Cl)c(C)n3n2)cc1
→ 1%	1.1	57	0%	0.8%	-0.1%	-0.9%	4%	-9%	20%
> O=c1ccc(Oc2nc(N3CCCCC3)nc(N3CCCCC3)n2)n[nH]1
→ -5%	1.3	77	1%	0.6%	-0.2%	-0.3%	10%	0%	6%
> CN(C)C(=O)[C@H]1C[C@H]1[C@@H](O)[C@H](CO)NC(=O)[C@H](Cc1ccccc1)NC(=O)OC(C)(C)C
→ 0%	0.8	93	5%	0.3%	0.5%	0.0%	-3%	7%	-14%[20 µM]
> COc1ccc(N2C(=O)CC(Nc3cccc(C(C)=O)c3)C2=O)cc1OC (stereo not drawn)
→ -8%	-4.0	95	7%	3.5%	0.0%	1.2%	2%	-10%	-27%
> Cc1ccc(S(=O)(=O)N(C)c2ccc(OCC(=O)NC3=NCCS3)cc2)cc1
→ -13%	-0.4	51	-2%	0.1%	0.0%	2.0%	3%	-14%	-11%
> Cc1nc2ccc(NC(=O)Cn3cnc4c3c(=O)n(C)c(=O)n4C)cc2s1
→ -9%	.	.	.	.	-0.2%	.	-4%	-32%	.
> Cc1ccc(C(=O)CCNc2ccc(Cl)cc2)o1
→ -1%	0.2	42	18%	-3.3%	-0.1%	-0.4%	-2%	-30%	.
> O=C(O)c1cccc(N2C(=O)/C(=C/c3ccc(SCc4ccc(Cl)cc4)o3)SC2=S)c1
→ -3%	.	.	132µM*	-5.8%	-0.2%	-0.3%	4.4µM*	1%	-19%
